mHTT-CaM PPI inh – disrupts binding of mutant huntingtin to calmodulin; actives 3.6% (n = 190,000); inhibition, % at 15 µM; AlphaScreen His-mHTT/GST-CaM binding, luminescence;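 further: 0% = both proteins with DMSO and 100% = one protein alone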
Pf apPOL inh – Pf-apPOL DNA polymerase inhibition; actives 0.25% (n = 210,000); Recombinant Pf-apPOL, molecular beacon fluorescence, 1.5 h; inhibition, % at 10 µM
* = called active by the depositor; nt = no result given; & = joins results of further samples. No stated cut-off is given here; in the data, active means inhibition above about 50%; inactive means the rest.

SMILES | mHTT-CaM PPI inh | Pf apPOL inh
COc1ccccc1Oc1ncnc2scc(-c3ccc(F)cc3)c12 | -1 | -1
CCOC(=O)C1=C(C)NC(=S)NC1c1cc(C)sc1C (stereo unspecified) | 5 | nt
CCC(C)NC(=O)C1Cc2ccccc2N2CCN(c3ccccn3)CC12 (stereo unspecified) | 4 | -1
O=C(CCCN1C(=O)c2ccccc2C1=O)Nc1ccc(Br)cn1 | -1 | -1
O=C(O)CN(CC(=O)O)S(=O)(=O)c1ccc(F)cc1 | 0 | -3
CCOCCCNC(=O)C1CCN(c2nccn3nc(-c4ccc(F)cc4)cc23)CC1 | 2 | -4
CC(C)(C)c1ccc(-c2nc(OS(=O)(=O)c3ccc(Cl)cc3)nn2-c2ccccc2)cc1 | nt | 2
CSC1=C(C#N)C(c2ccc(O)cc2)CC(=O)N1 (stereo unspecified) | -3 | 1
COc1cccc(C2=CC(c3ccc(Br)cc3)n3ncnc3N2)c1 (stereo unspecified) | 3 | -6
CSc1oc(-c2cccs2)nc1S(=O)(=O)c1ccc(F)cc1 | 4 | -2
O=C1CCC(=O)N1c1cccc([N+](=O)[O-])c1 | 1 | 2
O=C(Nc1c2c(nn1-c1ccc(Cl)cc1)CS(=O)(=O)C2)c1cccc([N+](=O)[O-])c1 | 1 | 1
O=[N+]([O-])c1ccccc1S(=O)(=O)Nc1ccc(Nc2ccccc2)cc1 | 90* | -6
COc1ccc(NC(=O)C2CCN(c3cc(C(=O)N4CCCCC4)ccn3)CC2)cc1 | 13 | 0
CCC1CCCCN1S(=O)(=O)c1cc(Br)cc2c1N(C(=O)C1CC1)CC2 (stereo unspecified) | 6 | -2
Cc1cccc(N2CCN(C(=O)COc3ccc(Cl)cc3)C(C)C2=O)c1 (stereo unspecified) | 4 | -2
CCCn1c(=N)c(C(=O)NCc2cccnc2)cc2c(=O)n3ccccc3nc21 | 3 | -11
O=C(NCc1ccc(F)cc1F)C1CN(C(=O)c2ccncc2)CC12CCCCC2 (stereo unspecified) | 0 | -3
C=C1CCN([C@@H](Cc2ccccc2)C(=O)O)S(=O)(=O)c2ccccc21 | 0 | 1
Cn1c(N2CCC(C(=O)N3CCN(c4ccc(Cl)cc4)CC3)CC2)cc(=O)n(C)c1=O | 50 | -1
COc1ccc(CCNC(=O)c2csc3c2CCCCC3)cc1OC | -5 | -2
O=C(C1CCCC1)N1CCCC(c2ccnc(-c3cccc(F)c3)n2)C1 (stereo unspecified) | -3 | -7
O=C(c1cn2ccccc2n1)N1CCN(c2ccccc2)CC1 | 6 | 1
CCN1c2ccccc2C(=O)NC12CCN(C(=O)c1cccc(OC)c1)CC2 | 0 | -1
COc1ccc(-n2nc(C)c3sc(N4CCC(NC(=O)c5ccco5)CC4)nc32)cc1 | 1 | -6
COc1ccc(CC(=O)N2N=C(c3cccc(Br)c3)CC2(O)C(F)(F)F)cc1 (stereo unspecified) | -2 | -2
Cn1c(-c2ccco2)nn(CN2CCOCC2)c1=S | -1 | nt
CC(=O)Nc1c(C(=O)Nc2ccccc2)nnn1Cc1ccccc1 | 1 | -4
O=C(Nn1cnc2c(cnn2-c2ccccc2)c1=O)c1ccc(Br)o1 | -8 | -7
Cc1nc(OCC(=O)Nc2ccc(Cl)cc2F)c2ccccc2n1 | 3 | 0
O=C(NCCCSCc1ccc(F)cc1)c1ccc(Cl)cc1 | nt | 12
FC(F)(F)c1cccc(C=NCc2ccc(-c3cccs3)s2)c1 | nt | -7&0
CSc1nnc(-c2sc3nc(C)cc(C)c3c2N)n1Cc1ccccc1 | nt | 1
Brc1ccc2ncnc(N3CCCCC3)c2c1 | -8 | nt
CC(C)(C)c1csc(NC(=O)c2ccc(N3CCOCC3)c([N+](=O)[O-])c2)n1 | 55* | 2&-4
CCOc1ccc(-c2cc3n(n2)CCCN(C(=O)Cc2cccc(F)c2)C3)cc1 | 23 | -4
O=C(c1cccs1)N1CCc2ccccc2C1 | -6 | 5
COc1ccc(CCS(=O)(=O)NCC2CCN(C3CCCC3)CC2)cc1 | 25 | -11
CC(=O)N1CCc2cc(N3CC(C(=O)Nc4ccc(F)cc4)CC3=O)ccc21 (stereo unspecified) | -3 | -2
O=C(O)Cc1csc(Nc2ccc(F)cc2)n1 | 13 | -1
COc1cc(CN2CCN(c3ccccn3)CC2)cc(OC)c1 | 0 | -5
CCc1cc(C2CCCN2C(=O)c2c(Cl)cnn2CC)on1 (stereo unspecified) | -8 | -3
O=C(NCc1cccnc1)C1CCN(c2ccccc2Cl)C1=O (stereo unspecified) | 2 | 1
Cc1oc(C2CCN(C(=O)Cc3cccc(F)c3)CC2)nc1C(=O)N(C)C | 10 | -4
COc1cccc(CNC(=O)C2(C)CCCN(S(=O)(=O)c3ccc(Cl)cc3)C2)c1 (stereo unspecified) | -3 | -3
C[N+]1(C)CCCC1C(=O)[O-] (stereo unspecified) | nt | -7
O=C(CSc1ccccc1)N1CCc2c(nc[nH]c2=O)C1 | 0 | -6
O=C1C(=Cc2cccc(Br)c2)Oc2c1ccc1c2CN(Cc2ccncc2)CO1 | 5 | 0
O=C(Nc1c2c(nn1-c1ccc(F)cc1)CSC2)c1ccc(S(=O)(=O)N2CCCC2)cc1 | 12 | -8
O=C(Nc1nnc(-c2ccc(F)cc2)s1)c1ccc(Cl)cc1 | -9 | -2

Next part.
SMILES | mHTT-CaM PPI inh | Pf apPOL inh
CCc1ccc(C(C)NC(=O)c2ccnc(N3CCCCC3)n2)cc1 (stereo unspecified) | -70 | 2
Cc1ccccc1Oc1nc(N2CCCC2)nc2c1CN(Cc1ccncc1)CC2 | 18 | 0
O=C(c1ccccc1)N1CCCCC1CCN1CCCCC1 (stereo unspecified) | 15 | -8
CCN(CC)C(=O)c1cc2c(n1C)CCN(Cc1cccc(C)c1)C2 | 50 | -7
CC(C)(C)c1ccc(-c2cc(=O)c3ccc(N)cc3o2)cc1 | -14 | -8
Cc1cc(=O)oc2cc(OCCOc3ccccc3)ccc12 | -3 | -4
O=C(NCc1ccco1)c1ccc2ccccc2n1 | 3 | -2
COCCN1CCC(N2CCCN(C(=O)c3ccc(N(C)C)cc3)CC2)C1=O (stereo unspecified) | 13 | 3
CCS(=O)(=O)c1ccc(-c2ccc(NS(=O)(=O)c3ccc(Cl)s3)cc2)nn1 | 4 | -2
CN(CCc1ccccc1)c1cc2c(c3c1ccn3C)C1CCC2O1 (stereo unspecified) | 99* | -2
Cc1cc(C)n(Cc2ccc(Cl)cc2)c(=O)c1C#N | nt | -6
O=C(NCCO)C(=O)Nc1nc(-c2ccccc2)cs1 | -4 | 11
Cc1nccn1Cc1noc(-c2ccc(Cl)cc2)n1 | -13 | -2
COc1ccccc1Nc1nc(-c2ccccc2O)nc2ccccc12 | -19 | -3
COCC(=O)N1CCC2(CC1)NC(=O)c1ccccc1O2 | 6 | -4
COCCOc1ccccc1NC(=S)SCCSC(=S)Nc1ccccc1OCCOC | nt | -11
Cc1ccc2c(c1)C1CS(=O)(=O)N(C3CCCC3)C(=O)N1C2 (stereo unspecified) | -16 | 0
COCCn1c(C(=O)N2CCOCC2)cc2sc(C)cc21 | 17 | 3

Gathered by group, the compounds so far with four or more nitrogen atoms (20)
SMILES | mHTT-CaM PPI inh | Pf apPOL inh
CCC(C)NC(=O)C1Cc2ccccc2N2CCN(c3ccccn3)CC12 (stereo unspecified) | 4 | -1
CCOCCCNC(=O)C1CCN(c2nccn3nc(-c4ccc(F)cc4)cc23)CC1 | 2 | -4
COc1cccc(C2=CC(c3ccc(Br)cc3)n3ncnc3N2)c1 (stereo unspecified) | 3 | -6
O=C(Nc1c2c(nn1-c1ccc(Cl)cc1)CS(=O)(=O)C2)c1cccc([N+](=O)[O-])c1 | 1 | 1
COc1ccc(NC(=O)C2CCN(c3cc(C(=O)N4CCCCC4)ccn3)CC2)cc1 | 13 | 0
CCCn1c(=N)c(C(=O)NCc2cccnc2)cc2c(=O)n3ccccc3nc21 | 3 | -11
Cn1c(N2CCC(C(=O)N3CCN(c4ccc(Cl)cc4)CC3)CC2)cc(=O)n(C)c1=O | 50 | -1
O=C(c1cn2ccccc2n1)N1CCN(c2ccccc2)CC1 | 6 | 1
COc1ccc(-n2nc(C)c3sc(N4CCC(NC(=O)c5ccco5)CC4)nc32)cc1 | 1 | -6
Cn1c(-c2ccco2)nn(CN2CCOCC2)c1=S | -1 | nt
CC(=O)Nc1c(C(=O)Nc2ccccc2)nnn1Cc1ccccc1 | 1 | -4
O=C(Nn1cnc2c(cnn2-c2ccccc2)c1=O)c1ccc(Br)o1 | -8 | -7
CSc1nnc(-c2sc3nc(C)cc(C)c3c2N)n1Cc1ccccc1 | nt | 1
CC(C)(C)c1csc(NC(=O)c2ccc(N3CCOCC3)c([N+](=O)[O-])c2)n1 | 55* | 2&-4
CCc1cc(C2CCCN2C(=O)c2c(Cl)cnn2CC)on1 (stereo unspecified) | -8 | -3
O=C(Nc1c2c(nn1-c1ccc(F)cc1)CSC2)c1ccc(S(=O)(=O)N2CCCC2)cc1 | 12 | -8
CCc1ccc(C(C)NC(=O)c2ccnc(N3CCCCC3)n2)cc1 (stereo unspecified) | -70 | 2
Cc1ccccc1Oc1nc(N2CCCC2)nc2c1CN(Cc1ccncc1)CC2 | 18 | 0
COCCN1CCC(N2CCCN(C(=O)c3ccc(N(C)C)cc3)CC2)C1=O (stereo unspecified) | 13 | 3
Cc1nccn1Cc1noc(-c2ccc(Cl)cc2)n1 | -13 | -2

Compound activity deposited in PubChem BioAssay by University of Kansas High Throughput Screening Laboratory.

Not all compounds are listed; count on the stated rates, not on these rows.
